AmpC inh det = AmpC beta-lactamase inhibition, detergent assay | actives 0.09% (n = 71,000) | Potency, µM (doses to about 28.7 µM), without a hit: top-dose activity change, negative = inhibition | purified AmpC, nitrocefin hydrolysis with detergent | P00811 | AID 584; active = well fitted curve in the direction sought with a large enough effect
Target sequence (P00811 whole entry, looked up): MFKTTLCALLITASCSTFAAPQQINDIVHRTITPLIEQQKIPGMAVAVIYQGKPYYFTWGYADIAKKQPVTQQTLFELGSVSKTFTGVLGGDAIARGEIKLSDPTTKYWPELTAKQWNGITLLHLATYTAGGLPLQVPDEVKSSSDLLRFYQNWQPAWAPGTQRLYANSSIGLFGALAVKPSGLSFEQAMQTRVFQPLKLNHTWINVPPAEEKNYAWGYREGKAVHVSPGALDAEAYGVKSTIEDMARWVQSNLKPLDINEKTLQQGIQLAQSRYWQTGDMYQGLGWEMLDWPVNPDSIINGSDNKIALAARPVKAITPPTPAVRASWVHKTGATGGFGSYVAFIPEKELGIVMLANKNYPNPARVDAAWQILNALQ
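E. coli AmpC (5.3 nM) in 20 mM phosphate pH 7.0 with 0.01% Triton X-100, preincubated 15 min RT with compound; nitrocefin (2 uL of 800 uM stock) hydrolysis followed by 480 nm absorbance every 20 s over 4 min.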
The depositor's hits bear a star; [ ] = dose if it differs, or a comment. % is scaled to controls: 0 for no effect and ±100 for the full control effect; potency is read from the fitted curve at half-maximal effect. This is a subset. The share of hits here may be higher or lower than overall.

SMILES	AmpC inh det
COCCNC(=O)CN(C(=O)CCC(=O)Nc1cc(C)on1)c1cccc(C)c1C	10.9%
Cc1ccc(Cl)cc1N1CCN(C(=O)CCS(=O)(=O)c2cccc3nonc23)CC1	1.3%
CCCS(=O)(=O)N1CCCC(C(=O)N2CCC3(CC2)OCCO3)C1 (stereo not given)	-4.3%
O=C(NCCN1CCOCC1)c1cc2ccccc2[nH]1	-3.3%
CCCCC(OC(=O)c1cc2occc2n1C)C(=O)NCC1CCCO1 (stereo not given)	6.4%
COc1cc2nc(NC(=O)c3ccc(Cl)cc3)[nH]c(=O)c2cc1OC	-1.5%
Cc1cc(C)cc(N2CCCn3c2nc2c3c(=O)n(CCN3CCOCC3)c(=O)n2C)c1	-0.2%
CCOC(=O)c1cnc(SCC(=O)NCc2ccco2)nc1N	-2.6%
O=C(Nc1ccc(Cl)c(Cl)c1)N1CCC(N2CCCCC2)CC1	-2.8%
CC(=O)N1CN(Cc2ccccn2)Cc2c1sc1c2CCCC1	29.0%
CCOc1ccc(NC(=O)CCN2CCCCC2)cc1	-2.4%
O=C(Nc1cccc2ccccc12)c1cnccn1	6.9%
CN(C)Cc1ccccc1-c1nccc(NC2CC2)n1	10.5%
CC12CN3CCN(CC(C3)C1(O)CN1CCCCC1)C2 (stereo not given)	-2.8%
CCCCn1c(SCC(=O)Nc2ccc(OC)cc2)nc2ccc(N3CCOCC3)cc2c1=O	-1.1%
CC(C)(C)C(=O)Nc1ccccc1N1CCN(C(=O)c2ccc(Cl)cc2)CC1	-0.8%
CCOc1ccc2c(C)c(C(=O)O)oc2c1OCC	-1.4%
CC(=O)N[C@H](c1ccccc1)[C@@]1(C)C[C@@H]1[C@@H](C)C(=O)Nc1ccc2ccccc2c1	1.0%
Cc1ccc(CNC(=O)Nc2ccccc2)cc1	11.7%
CCc1ccc(S(=O)(=O)NCc2csc(-c3cccnc3)n2)s1	12.0%
CCOc1ccc(-n2c(=O)c3c4c(sc3n(CC(=O)NCc3ccco3)c2=O)CCC4)cc1	10.6%
COc1ccc(-c2nnc(SC3CCOC3=O)n2C2CCCCC2)cc1OC (stereo not given)	-1.9%
COc1ccc(NC(=O)C2CCCN2C(=O)NCc2ccccc2)c(OC)c1 (stereo not given)	-2.8%
C=CCN1C(=O)C2(C(C(=O)OCC)=C(N)Oc3c2c(=O)oc2ccccc32)c2ccccc21 (stereo not given)	6.2%
CCOC(=O)c1ccc(NC(=O)CSc2nc(SC)ns2)cc1	-0.4%
COc1ccc(S(=O)(=O)NC(CC(=O)NCCc2ccc(OC)c(OC)c2)c2ccco2)cc1 (stereo not given)	-1.8%
CCn1c(-c2ccccc2O)n[nH]c1=S	7.7%
Fc1ccc2nc(Nc3nc4c(s3)CCCC4)sc2c1	5.0%
COC(=O)c1cc(NC(=O)CSc2nnc(CN3CCOCC3)n2C)ccc1Cl	13.2%
COC(=O)c1cc2ccsc2n1Cc1cc(=O)n2ccccc2n1	-3.9%
O=C(O)/C=C\C=C/c1ccc2c(c1)OCO2	-1.9%[5.75 µM]
COc1ccc(NC(=O)CSc2nnc(COc3ccccc3)n2Cc2ccco2)cc1OC	-3.7%
CCCCn1c(NCCC)nc2c1c(=O)[nH]c(=O)n2C	3.5%
CC(C)COc1ccc(C(=O)CCN2CCCCC2)cc1	-0.5%
CCC(C)N1CC23C=CC(O2)C(C(=O)OC)C3C1=O (stereo not given)	12.5%
Cc1c(NC2=C(Cl)C(=O)N(c3ccccc3)C2=O)c(=O)n(-c2ccccc2)n1C	8.7%
Cc1cc(NS(=O)(=O)c2ccc(NC(=O)COc3ccc(Cl)cc3)cc2)no1	-6.3%
O=C(CN(C1CCCCC1)S(=O)(=O)c1ccc(Cl)cc1)NCCCO	7.8%
CCn1cc(S(=O)(=O)CC(=O)Nc2ccc3c(c2)OCCO3)c2ccccc21	-2.2%
O=C(CSc1nnc(-c2ccc(OC(F)F)cc2)o1)NC(=O)NCc1ccco1	-3.0%
O=C1CC(c2ccccc2)n2ncnc2N1 (stereo not given)	-0.6%
COC(C)(C)[C@]12CC(O)(C(C)C)ON1[C@H]1CCCCC1N2O (stereo not given in full)	-2.6%
Cc1ccc(NC(=O)COc2ccc(/C(N)=N/O)cc2)cc1C	-0.4%
O=C(O)C(Cc1ccccc1)Cc1ccccc1	-5.8%[5.75 µM]
CCOc1cc(OCC)c(C(C)=O)cc1OCC	7.9%
COCCn1c(=O)c(-c2cn(C)c3ccccc23)nc2cnc(Oc3ccccc3)nc21	-3.0%
COc1ccccc1N1CCN(CCCCN2C(=O)CCC2=O)CC1	1.1%
Cc1cc(NC(=O)CCC(=O)N(CC2CCCO2)C(C(=O)NC2CCCC2)c2ccccc2C)no1 (stereo not given)	8.2%
COC(=O)c1ccccc1NC(=O)CSc1nc(NC(=O)c2ccccc2)c2c(C)c(C)oc2n1	-2.8%
CCC(c1nnnn1Cc1ccccc1)N(Cc1cc2cc(OC)ccc2[nH]c1=O)CC1CCCO1 (stereo not given)	-0.4%

(more compounds)
SMILES	AmpC inh det
O=C(NC1CCCCC1)C(c1ccccc1F)N(Cc1ccco1)C(=O)Cn1nnc2ccccc21 (stereo not given)	-2.1%
CSc1ccc(S(=O)(=O)N2CCCC2)cc1	1.0%
O=C(/C(=N/O)c1ccccc1)c1ccccc1	3.2%
Cc1cc(C)nc(N2CCC(C(=O)NC3CCCCCC3)CC2)n1	2.4%
C=CCn1c(SCC(=O)Nc2cccc(OC)c2)nnc1-c1cccnc1	12.6%
Cc1sc2nc(SCC(=O)N3CCOCC3)[nH]c(=O)c2c1C	10.1%
Cc1cc2ncn(-c3nnnn3-c3ccccc3)c2cc1C	-3.7%
COC(=O)[C@@]1(Cc2ccc(OC)cc2)[C@H]2c3cc(C(=O)N4CCCC4)n(Cc4ccc(C(F)(F)F)nc4)c3C[C@H]2CN1C(=O)c1ccccc1	-0.9%
Cc1cc(=O)oc2cc(OCC(=O)OCc3nnc(-c4ccccc4)o3)ccc12	-7.8%
O=C1C2CC=CCC2C(=O)N1c1nc2n(n1)C(c1ccccc1)CC(c1ccccc1)N2 (stereo not given)	-4.4%

Random excerpt: two records from the list.
SMILES	AmpC inh det
COC(=O)[C@@]1(Cc2ccc(OC)cc2)[C@H]2c3cc(C(=O)N4CCCC4)n(Cc4ccc(C(F)(F)F)nc4)c3C[C@H]2CN1C(=O)c1ccccc1	-0.9%
O=C(NC1CCCCC1)C(c1ccccc1F)N(Cc1ccco1)C(=O)Cn1nnc2ccccc21 (stereo not given)	-2.1%

(list continues)
SMILES	AmpC inh det
O=C(CSc1ncn[nH]1)c1ccccc1	4.7%
Cn1nnc(NC(=O)c2cccc(OCc3ccccc3)c2)n1	-1.1%
O=C(CCn1c(=S)[nH]c2cc3c(cc2c1=O)OCO3)N1CCN(c2ccccn2)CC1	-2.9%
Cn1nc(C(=O)Nc2c(-c3ccccc3)nc3sccn23)c2ccccc2c1=O	9.0%
COCCn1nnnc1C(C(C)C)N1CCN(C(=O)c2ccco2)CC1 (stereo not given)	13.8%
COc1ccc(CC(=O)Nc2ccc(-c3noc(-c4cc(OC)c(OC)c(OC)c4)n3)cc2)cc1	-1.4%
COc1ccc2cnn(CCOc3ccccc3)c(=O)c2c1OC	-1.6%
Cc1ccnc2nc(C(=O)OCCOc3ccccc3)nn12	-3.6%
N#CC1=C(N)NC(SCC(=O)Nc2ccccc2)=C(C#N)C12CCCC2	6.4%
O=C(CN(Cc1ccccc1Cl)C(=O)c1ccc(CN2CCOCC2)o1)NCc1ccccc1	7.4%
COc1ccc2c(C(=O)CN(C)C3CCCCC3)c[nH]c2c1	-1.7%
NC(=O)C1(N2CCCCC2)CCN(C(=O)CCCn2c(=O)[nH]c3ccsc3c2=O)CC1	10.6%
CCCCC(CC)COC(=O)C(C#N)=C(c1ccccc1)c1ccccc1 (stereo not given)	15.6%
CCN1CCN(P2(=O)C=C(c3ccccc3)OC(c3ccccc3)=C2)CC1	4.6%
CCOc1ccccc1C1CC(=O)Nc2cc3c(cc21)OCO3 (stereo not given)	-2.6%
O=C1NC(=O)C(CC(=O)N(Cc2ccco2)C2(C(=O)NC3CCCCC3)CCCCC2)N1 (stereo not given)	-3.1%
Cc1cc2ncn(C(=O)c3c(-c4ccccc4Cl)noc3C)c2cc1C	-2.1%
O=C(NC(=Nc1ccccc1)N1CCOCC1)Nc1ccccc1	12.2%
COc1ccc(-n2c(-c3ccco3)n[nH]c2=S)cc1	-2.7%
COc1ccc2c(c1)S/C(=C\C(=O)c1ccncc1)N2C	9.8%
Cc1ccc(C)c2[nH]c(=O)c(CCNC(=O)c3cc4ccccc4o3)cc12	11.7%
c1ccc2c(c1)CNc1ccccc1C2	-1.2%
COc1ccccc1OCC(O)Cn1c(Br)nc2c1c(=O)[nH]c(=O)n2C (stereo not given)	9.5%
CCN(CCCNC(=O)CN1C(=O)COc2ccccc21)c1cccc(C)c1	-2.7%
CC1CCN(C(=O)Cn2cc3c(n2)CCCC3)CC1	4.7%
CC(=O)/C(C(=N)N1CCN(Cc2ccccc2)CC1)=C(\C)O	0.3%
COc1cc(C2c3c(n[nH]c3C)C(=O)N2c2ccc(Br)cc2)ccc1O (stereo not given)	-0.6%
C[C@]12C=CC(=O)C=C1CC[C@@H]1[C@H]3C[C@@H](O)[C@](O)(C(=O)CO)[C@]3(C)C[C@H](O)[C@]12F	-0.3%
Cc1nnc(SCCN2CCOCC2)n1C	8.1%
O=S(=O)(c1ccccc1Cl)N1CCC(O)(c2ccc3c(c2)OCO3)CC1	-4.3%
C=CCNC(=O)NC(=O)COC(=O)COc1ccc(Br)cc1F	-3.9%
CC(O)CNc1ncnc2nc[nH]c12 (stereo not given)	-2.9%
C=C(C)CN(CC#N)CC(=C)C	-2.7%[5.75 µM]
CCOC(=O)c1nnn(-c2nonc2N)c1CN(CC)CC	-0.1%
O=C(c1cccc(Cl)c1)N1CCN(C(=O)c2ccco2)CC1	5.6%
Cc1ccccc1-c1nc(CN2CCCC(C(=O)NCCCN3CCOCC3)C2)c(C)o1 (stereo not given)	-4.6%
C=CC(=O)OCCCC	11.0%
CN(C)CC(C)(C)CNC(=O)C1CCN(Cc2ccccc2O)CC1	-2.6%
CC(C)=CCC12CN3CCN(CC(C3)C1=O)C2	1.0%
CN1[C@H](CC(=O)c2ccccc2)CCC[C@H]1C[C@@H](O)c1ccccc1	-0.5%
COc1ccc(CC(=O)n2nc(-c3cccnc3)nc2N)cc1	-2.2%
O=C(Nc1cccnc1)c1cnn2c(C(F)F)cc(C3CC3)nc12	-4.8%
COc1ccc(/C(O)=C2/C(=O)C(=O)N(CCN3CCOCC3)C2c2ccc(C)cc2)cc1 (stereo not given)	-1.3%
CCOc1cc(C)nc(NCCc2ccc(OC)c(OC)c2)n1	2.7%
CCOc1ccc(C(=O)NCc2cccnc2)cc1	-4.4%
N#CC(Cl)(Cl)Cl	10.1%
CCCn1c(N)c(C(=O)CN2CCN(S(=O)(=O)c3cccs3)CC2)c(=O)[nH]c1=O	-4.6%
Cc1ccc(Cn2c(C)nc3c(c2=O)c2nc4ccccc4nc2n3Cc2ccco2)cc1	-5.6%

By substructure, the compounds so far containing a furan ring, fused or not (16)
SMILES	AmpC inh det
CCCCC(OC(=O)c1cc2occc2n1C)C(=O)NCC1CCCO1 (stereo not given)	6.4%
CCOC(=O)c1cnc(SCC(=O)NCc2ccco2)nc1N	-2.6%
CCOc1ccc2c(C)c(C(=O)O)oc2c1OCC	-1.4%
CCOc1ccc(-n2c(=O)c3c4c(sc3n(CC(=O)NCc3ccco3)c2=O)CCC4)cc1	10.6%
COc1ccc(S(=O)(=O)NC(CC(=O)NCCc2ccc(OC)c(OC)c2)c2ccco2)cc1 (stereo not given)	-1.8%
COc1ccc(NC(=O)CSc2nnc(COc3ccccc3)n2Cc2ccco2)cc1OC	-3.7%
O=C(CSc1nnc(-c2ccc(OC(F)F)cc2)o1)NC(=O)NCc1ccco1	-3.0%
COC(=O)c1ccccc1NC(=O)CSc1nc(NC(=O)c2ccccc2)c2c(C)c(C)oc2n1	-2.8%
O=C(NC1CCCCC1)C(c1ccccc1F)N(Cc1ccco1)C(=O)Cn1nnc2ccccc21 (stereo not given)	-2.1%
COCCn1nnnc1C(C(C)C)N1CCN(C(=O)c2ccco2)CC1 (stereo not given)	13.8%
O=C(CN(Cc1ccccc1Cl)C(=O)c1ccc(CN2CCOCC2)o1)NCc1ccccc1	7.4%
O=C1NC(=O)C(CC(=O)N(Cc2ccco2)C2(C(=O)NC3CCCCC3)CCCCC2)N1 (stereo not given)	-3.1%
COc1ccc(-n2c(-c3ccco3)n[nH]c2=S)cc1	-2.7%
Cc1ccc(C)c2[nH]c(=O)c(CCNC(=O)c3cc4ccccc4o3)cc12	11.7%
O=C(c1cccc(Cl)c1)N1CCN(C(=O)c2ccco2)CC1	5.6%
Cc1ccc(Cn2c(C)nc3c(c2=O)c2nc4ccccc4nc2n3Cc2ccco2)cc1	-5.6%
